Compound activity deposited in PubChem by Broad Institute.
BioA inh: inhibitors of Mycobacterium tuberculosis BioA enzyme | hit rate 0.096% among 360,000 | inhibition, % at 9.99 µM | AID 602481 | purified M. tuberculosis BioA enzyme, plate reader; in the data active = inhibition above about 40%
* = called active by the depositor.

SMILES	BioA inh
C[C@@H]1CCCCO[C@@H](CN(C)C)[C@@H](C)CN([C@H](C)CO)C(=O)c2cc(NC(=O)CCC(F)(F)F)ccc2O1	-1.7
CCCC(=O)Nc1ccc2c(c1)C(=O)N(C)[C@H]1CC[C@@H](CC(=O)NCCCN(C)C)O[C@H]1CO2	-2.7
Cc1ccc(S(=O)(=O)N(C)C[C@@H]2OCCCC[C@@H](C)Oc3ccc(NS(C)(=O)=O)cc3C(=O)N([C@@H](C)CO)C[C@H]2C)cc1	0.1
Cc1ccc(S(=O)(=O)Nc2ccc3c(c2)C(=O)N([C@H](C)CO)C[C@H](C)[C@@H](CN(C)Cc2ccccc2)OCCCC[C@@H](C)O3)cc1	-3.6
COc1ccccc1NC(=O)N[C@@H]1CC[C@H](CCNS(=O)(=O)c2ccc(F)cc2)O[C@H]1CO	5.7
CNC[C@H]1OCCCC[C@H](C)Oc2ccc(NC(=O)Nc3ccccc3)cc2C(=O)N([C@H](C)CO)C[C@H]1C	0.8
CN1CCN(C(=O)C[C@H]2CC[C@H]3[C@@H](COc4ccc(NC(=O)C5CCOCC5)cc4C(=O)N3C)O2)CC1	-0.4
COc1cccc(-c2ccc3c(c2)[C@H]2[C@H](CCN2C(=O)c2ccccc2F)[C@@H](CO)N3C)c1	30
Cc1ccc(S(=O)(=O)NCC[C@H]2CC[C@@H](NC(=O)C3CCOCC3)[C@@H](CO)O2)cc1	-1.1
COc1ccccc1-c1cnc2c(c1)C(=O)N([C@@H](C)CO)C[C@@H](C)[C@H](CN(C)Cc1ccc(C(=O)O)cc1)O2	2.1
C[C@H](CO)N1C[C@H](C)[C@H](CN(C)CC2CCCCC2)Oc2ccc(NC(=O)Cc3ccccc3)cc2C1=O	-1.4
Cc1ccccc1S(=O)(=O)N1CCCCN2[C@H](CO)[C@H](c3ccc(-c4ccccc4)cc3)[C@@H]2C1	-4.8
O=C(Nc1cccc(F)c1)N1CCCCN2[C@H](CO)[C@H](c3ccc(C#Cc4cccnc4)cc3)[C@@H]2C1	-3.5
CCC(=O)N(C)C[C@@H]1Oc2ncc(-c3cccc(OC)c3)cc2C(=O)N([C@@H](C)CO)C[C@H]1C	-0.7
C[C@@H]1CN([C@H](C)CO)C(=O)Cc2cc(NC(=O)CCN3CCOCC3)ccc2O[C@H]1CN(C)Cc1ccccc1	-2.6
CN1C(=O)c2cc(NC(=O)C3CCOCC3)ccc2OC[C@@H]2O[C@@H](CC(=O)NCCc3ccncc3)CC[C@H]21	-2.3
Cc1nn(C)cc1NC(=O)C[C@@H]1CC[C@@H]2[C@H](COc3ccc(NC(=O)Nc4cccc(Cl)c4)cc3C(=O)N2C)O1	4.2
C[C@H](CO)N1C[C@H](C)[C@@H](CN(C)CC2CC2)OCCCC[C@H](C)Oc2ccc(NS(C)(=O)=O)cc2C1=O	-2.4
C[C@@H]1CN([C@@H](C)CO)C(=O)Cc2cc(NS(=O)(=O)c3ccc(Cl)cc3)ccc2O[C@@H]1CN(C)C	3.8
COC(=O)C[C@@H]1CC[C@@H]2[C@@H](COc3ccc(NC(=O)c4cc(F)cc(F)c4)cc3C(=O)N2C)O1	7.9
C[C@H](CO)N1C[C@H](C)[C@@H](CN(C)C)Oc2ncc(-c3cccc(F)c3)cc2C1=O	-0.4
COc1ccc(-c2cn(CC[C@H]3CC[C@H](NC(=O)CCN4CCCCC4)[C@@H](CO)O3)nn2)cc1	-0.7
Cc1ccccc1S(=O)(=O)N1CCCCN2[C@H](CO)[C@H](c3ccc(C#CCN(C)C)cc3)[C@@H]2C1	-0.9
O=C(C[C@H]1C=C[C@H](NC(=O)C2CC2)[C@@H](CO)O1)NCCCN1CCOCC1	-0.4
C[C@H]1CN([C@@H](C)CO)C(=O)c2cccc(NC(=O)c3ccncc3)c2O[C@H]1CN(C)Cc1ccccc1	-1.4

Grouped by structure: those above containing an aryl methoxy group (5)
SMILES	BioA inh
COc1ccccc1NC(=O)N[C@@H]1CC[C@H](CCNS(=O)(=O)c2ccc(F)cc2)O[C@H]1CO	5.7
COc1cccc(-c2ccc3c(c2)[C@H]2[C@H](CCN2C(=O)c2ccccc2F)[C@@H](CO)N3C)c1	30
COc1ccccc1-c1cnc2c(c1)C(=O)N([C@@H](C)CO)C[C@@H](C)[C@H](CN(C)Cc1ccc(C(=O)O)cc1)O2	2.1
CCC(=O)N(C)C[C@@H]1Oc2ncc(-c3cccc(OC)c3)cc2C(=O)N([C@@H](C)CO)C[C@H]1C	-0.7
COc1ccc(-c2cn(CC[C@H]3CC[C@H](NC(=O)CCN4CCCCC4)[C@@H](CO)O3)nn2)cc1	-0.7

Later entries.
SMILES	BioA inh
C[C@@H]1CN([C@H](C)CO)C(=O)c2cc(-c3ccc(C#N)cc3)cnc2O[C@@H]1CN(C)Cc1cccnc1	-2.2
Cc1ccc(S(=O)(=O)N(C)C[C@@H]2Oc3ccc(NC(=O)C4CC4)cc3CC(=O)N([C@@H](C)CO)C[C@H]2C)cc1	-0.6
Cc1ccc(S(=O)(=O)Nc2cccc3c2O[C@@H](CN(C)Cc2ccncc2)[C@H](C)CN([C@@H](C)CO)C3=O)cc1	-1.2
CC(C)NC(=O)N(C)C[C@@H]1Oc2c(NS(=O)(=O)c3ccccc3)cccc2C(=O)N([C@@H](C)CO)C[C@H]1C	-3.5
CO[C@H]1CN(C)C(=O)c2cc(NC(=O)NC(C)C)ccc2OC[C@H](C)NC[C@@H]1C	-1.3
C[C@@H]1CN([C@H](C)CO)C(=O)c2cccc(NS(=O)(=O)c3cn(C)cn3)c2O[C@@H]1CN(C)Cc1ccc(Cl)c(Cl)c1	2.3
C[C@@H]1CCCCO[C@@H](CN(C)C(=O)NC2CCCCC2)[C@@H](C)CN([C@H](C)CO)C(=O)c2cc(NS(=O)(=O)c3cn(C)cn3)ccc2O1	-0.2
COCCNC(=O)C[C@H]1CC[C@H]2[C@H](COc3ccc(NC(=O)Cc4ccccc4)cc3C(=O)N2C)O1	-0.3
CC(=O)N1CCCCN2[C@H](CO)[C@@H](c3ccc(-c4ccccc4)cc3)[C@H]2C1	2.4
Cc1noc(C)c1S(=O)(=O)Nc1ccc2c(c1)C(=O)N([C@@H](C)CO)C[C@@H](C)[C@@H](CN(C)Cc1ccc(Cl)c(Cl)c1)O2	-0.2
COc1ccc(NC(=O)N[C@@H]2C=C[C@@H](CC(=O)NC3CCCCC3)O[C@@H]2CO)cc1	-4.4
CO[C@@H]1CC[C@@H]2CCOc3c(C#N)cccc3C(=O)N(C)[C@H](C)C(=O)N(C)C[C@H]1O2	-0.8
C[C@@H]1CCCCO[C@H](CN(C)C(=O)Cc2ccccc2)[C@@H](C)CN([C@@H](C)CO)C(=O)c2cc(NS(=O)(=O)c3ccccc3)ccc2O1	-0.2
C[C@H]1CN([C@@H](C)CO)C(=O)c2cccc(NC(=O)C3CCOCC3)c2O[C@H]1CN(C)S(=O)(=O)c1ccccc1	2.0
C[C@@H]1CCCCO[C@H](CN(C)S(=O)(=O)c2ccc(F)cc2)[C@H](C)CN([C@@H](C)CO)C(=O)c2cc(N(C)C)ccc2O1	-0.7
COc1cccc(NC(=O)N[C@H]2CC[C@@H](CC(=O)N3CCOCC3)O[C@@H]2CO)c1	0.6
C[C@@H]1CCCCO[C@H](CN(C)S(=O)(=O)c2ccc(Cl)cc2)[C@@H](C)CN([C@H](C)CO)C(=O)c2cc(NS(=O)(=O)c3cccs3)ccc2O1	-2.9
COc1ccc(NC(=O)Nc2ccc3c(c2)C(=O)N([C@H](C)CO)C[C@@H](C)[C@@H](CN(C)Cc2ccncc2)OCCCC[C@H](C)O3)cc1	3.1
CCC(=O)N1[C@H](CO)[C@H](c2ccccc2)[C@H]1CN(CC)C(=O)c1ccccc1	-0.9
C[C@H](CO)N1C[C@H](C)[C@@H](CN(C)Cc2ccc(C(=O)Nc3ccccc3N)cc2)Oc2ccc(NS(=O)(=O)c3ccccc3)cc2CC1=O	-0.3
Cc1noc(C)c1NC(=O)N(C)C[C@@H]1Oc2cc(C#CCC3CCCC3)ccc2S(=O)(=O)N([C@H](C)CO)C[C@H]1C	1.0
COCCCNC(=O)[C@@]1(C)c2ccccc2C(=O)N(Cc2ccc(OC(F)(F)F)cc2)[C@H]1c1ccc(CO)cc1	-1.0
CO[C@@H]1CN(C)C(=O)c2cc(NC(=O)c3ccccc3F)ccc2OC[C@@H](C)NC[C@@H]1C	-1.2
CCC(=O)N(C)C[C@H]1Oc2cc(/C=C/c3ccccc3)ccc2S(=O)(=O)N([C@@H](C)CO)C[C@H]1C	-0.9
CCC(=O)N[C@@H]1CC[C@@H](CCn2cc(C3CC3)nn2)O[C@H]1CO	-0.1

Entries listed so far that have a CF3 group:
SMILES	BioA inh
C[C@@H]1CCCCO[C@@H](CN(C)C)[C@@H](C)CN([C@H](C)CO)C(=O)c2cc(NC(=O)CCC(F)(F)F)ccc2O1	-1.7
COCCCNC(=O)[C@@]1(C)c2ccccc2C(=O)N(Cc2ccc(OC(F)(F)F)cc2)[C@H]1c1ccc(CO)cc1	-1.0

Next part
SMILES	BioA inh
Cc1cccc(S(=O)(=O)N2CCCCN3[C@H](C2)[C@H](c2ccc(-c4cccnc4)cc2)[C@@H]3CO)c1	-0.8
O=C(C[C@H]1CC[C@H]2[C@@H](COC[C@H](O)CN2CC2CCCCC2)O1)NCc1ccc(Cl)cc1	1.9
O=C(C[C@H]1CC[C@H]2[C@@H](COC[C@H](O)CN2Cc2ccc(Cl)cc2)O1)Nc1nccs1	3.9
O=S(=O)(Cc1ccccc1)N1CCCCN2[C@H](CO)[C@@H](c3ccc(-c4cncnc4)cc3)[C@@H]2C1	0.0
C[C@@H]1CN([C@@H](C)CO)C(=O)c2cc(NS(=O)(=O)c3ccccc3)ccc2O[C@H]1CN(C)C(=O)Nc1cccc2ccccc12	0.2
COCC(=O)Nc1ccc2c(c1)C(=O)N(C)[C@@H]1CC[C@H](CC(=O)NCc3ccccc3)O[C@H]1CO2	0.3
C[C@@H]1CN([C@H](C)CO)C(=O)c2cccc(NC(=O)c3ccncc3)c2O[C@H]1CN(C)S(=O)(=O)c1ccc(F)cc1	-1.0
Cc1ccc(S(=O)(=O)N(C)C[C@H]2OCCCC[C@H](C)Oc3ccc(NC(=O)c4ccncc4)cc3C(=O)N([C@@H](C)CO)C[C@H]2C)cc1	-1.0
CO[C@@H]1CN(C)C(=O)c2cc(NC(=O)c3ccccc3)ccc2OC[C@H](C)NC[C@@H]1C	-1.5
Cc1ccccc1S(=O)(=O)N1C[C@H](O)COC[C@@H]2O[C@H](CC(=O)N3CCC(Cc4ccccc4)CC3)CC[C@H]21	2.2
C[C@H](CO)N1C[C@H](C)[C@@H](CN(C)Cc2ccccc2)Oc2ccc(NC(=O)Nc3ccc(C(F)(F)F)cc3)cc2CC1=O	-0.3
CN(C)CCCNC(=O)C[C@H]1CC[C@@H]2[C@H](COc3ccc(NC(=O)NC4CCCC4)cc3C(=O)N2C)O1	-0.7
CC(C)C#Cc1cnc2c(c1)C(=O)N([C@H](C)CO)C[C@@H](C)[C@H](CN(C)C(=O)c1cccc(F)c1)O2	10
Cc1nn(C)cc1NC(=O)C[C@@H]1CC[C@H]2[C@@H](COc3ccc(NC(=O)NC(C)C)cc3C(=O)N2C)O1	6.2
COc1ccc(S(=O)(=O)N(C)C[C@H]2Oc3ccc(NC(=O)Nc4ccccc4)cc3C(=O)N([C@H](C)CO)C[C@H]2C)cc1	-6.4
C[C@@H]1CN([C@@H](C)CO)C(=O)Cc2cc(NS(=O)(=O)c3ccc(Cl)cc3)ccc2O[C@@H]1CN(C)S(=O)(=O)c1ccccc1	-2.9
C[C@H](CO)N1C[C@H](C)[C@H](CN(C)C(=O)C2CC2)Oc2cc(C#Cc3ccccc3)ccc2S1(=O)=O	-1.3
C[C@H](NC(=O)C[C@H]1CC[C@@H]2[C@H](COC[C@@H](O)CN2Cc2ccc(C(F)(F)F)cc2)O1)c1ccccc1	2.6
CCCC#Cc1ccc2c(c1)O[C@H](CN(C)CC1CC1)[C@H](C)CN([C@@H](C)CO)S2(=O)=O	3.3
O=C(Nc1cccc(F)c1)N1CCCCN2[C@H](CO)[C@@H](c3ccc(-c4ccccc4F)cc3)[C@@H]2C1	2.6
O=C(C1CCCC1)N1CCCCN2[C@H](CO)[C@H](c3ccc(C#CC4(O)CCCC4)cc3)[C@H]2C1	-4.2
C[C@@H]1CCCCO[C@H](CN(C)CC2CCCCC2)[C@H](C)CN([C@H](C)CO)C(=O)c2cc(NC(=O)C3CCCCC3)ccc2O1	0.6
Cc1noc(C)c1NC(=O)Nc1ccc2c(c1)C(=O)N([C@@H](C)CO)C[C@H](C)[C@H](CN(C)C(=O)Nc1c(C)noc1C)O2	-3.2
CC(C)NC(=O)Nc1cccc2c1O[C@H](CN(C)C(=O)Nc1ccc3c(c1)OCO3)[C@@H](C)CN([C@H](C)CO)C2=O	-1.1
COc1ccc(CN(C)C[C@@H]2OCCCC[C@H](C)Oc3ccc(NC(=O)Nc4ccccc4)cc3C(=O)N([C@H](C)CO)C[C@@H]2C)cc1	-0.6

(listing goes on)
SMILES	BioA inh
C[C@@H]1CN([C@@H](C)CO)C(=O)c2cc(C#CC3CCCCC3)cnc2O[C@@H]1CN(C)Cc1ccncc1	1.1
C[C@@H]1CN([C@H](C)CO)C(=O)c2cc(/C=C/c3ccccc3)cnc2O[C@@H]1CN(C)C(=O)CN(C)C	-2.5
O=C(NCC[C@@H]1CC[C@@H](NS(=O)(=O)c2ccc(Cl)cc2)[C@@H](CO)O1)c1ccccc1F	-0.7
O=C(NCCc1ccccc1)[C@H]1N[C@H]2c3ccc(-c4ccc(F)cc4)c(=O)n3C[C@H]2[C@@H]1CO	-4.5
C[C@@H]1CCCCO[C@H](CN(C)C)[C@@H](C)CN([C@H](C)CO)C(=O)c2cc(NS(C)(=O)=O)ccc2O1	-2.2
CC(=O)N(C)C[C@@H]1Oc2ncc(C#CC3(O)CCCC3)cc2C(=O)N([C@H](C)CO)C[C@@H]1C	-0.2

Three compounds picked at random from the list so far:
SMILES	BioA inh
C[C@@H]1CCCCO[C@H](CN(C)C(=O)Cc2ccccc2)[C@@H](C)CN([C@@H](C)CO)C(=O)c2cc(NS(=O)(=O)c3ccccc3)ccc2O1	-0.2
C[C@@H]1CN([C@@H](C)CO)C(=O)c2cc(NS(=O)(=O)c3ccccc3)ccc2O[C@H]1CN(C)C(=O)Nc1cccc2ccccc12	0.2
C[C@H](CO)N1C[C@H](C)[C@@H](CN(C)Cc2ccc(C(=O)Nc3ccccc3N)cc2)Oc2ccc(NS(=O)(=O)c3ccccc3)cc2CC1=O	-0.3

These rows are one share of the data, so the mix of outcomes need not match the whole.
